# High-throughput results from PubChem.
# Integrin act MD: activators of alpha7 integrin expression for muscular dystrophy; Potency, µM (series often up to 38.3 µM), for inactives: at the highest dose activation, hits mostly activators; alpha7betagal myoblasts, beta-gal FDG fluorescence, 48 h; actives 0.064% (n = 350,000); AID 624291;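 note: potency is the fitted concentration of half-maximal effect; 100% = response of the positive control SU9516; nearly all actives have a fitted effect of over 60% in size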
#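 Alpha7betagal+/- myoblasts (passage 13) were plated 16-24 hr, then exposed to compounds (1:260 dilution of DMSO stock) for 48 hours at 37C. After MPER lysis, β-galactosidase reporter activity was read as FDG fluorescence (ex 480/em 540) after 30 minutes.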
# PTAP TSG101 blk: blocks PTAP/TSG101 interaction to inhibit HIV-1 budding | Q99816 | AID 493005 | Fluorescence polarization, FITC-PTAP peptide / Tsg101 binding | 340,000 tested, under 10 active | Potency, µM (top dose mostly 115 µM), inactives show at the highest dose activity change, negative = inhibition, usual class: inhibitors; active = well fitted inhibition curve with a large enough effect in the main read-out, with a control signal flat, not every such curve was filed as active; inconclusive = small, poorly fitted or top-dose-only effect, or effect the other way, or a change in a side signal; inactive = no such curve, though single readings can be large or run the other way; note: potency is the fitted concentration of half-maximal effect; % of control where 0% means no effect
# Target sequence (Q99816 whole entry, looked up): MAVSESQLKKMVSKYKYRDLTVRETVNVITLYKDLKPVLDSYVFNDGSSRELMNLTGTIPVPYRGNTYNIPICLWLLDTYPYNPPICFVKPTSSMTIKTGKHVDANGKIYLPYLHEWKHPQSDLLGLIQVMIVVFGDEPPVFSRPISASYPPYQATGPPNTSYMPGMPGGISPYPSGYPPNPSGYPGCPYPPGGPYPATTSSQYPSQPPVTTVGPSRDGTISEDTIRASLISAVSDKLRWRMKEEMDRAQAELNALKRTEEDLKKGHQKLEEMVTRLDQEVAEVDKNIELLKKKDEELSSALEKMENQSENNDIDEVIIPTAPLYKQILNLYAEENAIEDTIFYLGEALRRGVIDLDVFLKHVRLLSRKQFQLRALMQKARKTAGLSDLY
#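 Fluorescence polarization binding of Tsg101 binding domain (10 uM final) to FITC-labeled PTAP peptide (50 nM final) in HEPES pH 7.5 buffer with NaCl, Tween 20, EDTA, TCEP. Compounds added before peptide; binding 20 min at RT.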
# Coupling enz: coupling enzyme interference in Giardia aldolase counter-screen; coupling enzyme system counterscreen, AmpLite Red fluorescence; AID 2472; activity change, negative = inhibition, % at 58.2 µM, hits read low; actives 0.67% (n = 290,000); in the data active = activity change below about -30%; note: % is set by controls: 0 for no effect and ±100 for the full control effect
#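 Activity here indicates interference with the coupling reaction, not aldolase inhibition. Compounds at 57.5 uM final met coupling enzymes for 10 min at RT; substrate and AmpLite Red detection followed, with a 525/598 nm fluorescence read after 20 min.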
# Giardia kill: Giardia lamblia killing; Giardia lamblia trophozoite viability; actives 0.15% (n = 340,000); activity change, % at 7.66 µM, hits read low; AID 540267; in the data active = activity change below about -80%; inconclusive = between about -30% and that limit;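 note: parasites exposed to compound for two days anaerobically before the ATP read; % is set by controls: 0 for no effect and ±100 for the full control effect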
#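 Media and compound were dispensed first, then trophozoites at 100 cells/well; plates sat 48 hrs at 37 deg C without oxygen before ATP luminescence reagent was added and read after 15-30 min at room temperature.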
# Menin MLL FP TR: inhibitors of human menin-MLL interaction, mutant MLL peptide | O00255 | Menin + Texas Red MLL mutant peptide, fluorescence polarization | Potency, µM (doses to about 61.6 µM), for inactives: at the top dose FP activity change, negative = inhibition, hits mostly inhibitors | actives 0.23% (n = 270,000); active = well fitted inhibition curve with a large enough effect in the polarisation, with a control signal flat, not every such curve was filed as active; inconclusive = small, poorly fitted or top-dose-only effect, or effect the other way, or a change in a side signal; inactive = no such curve, though single readings can be large or run the other way; the % refers to the polarisation; note: potency is the fitted concentration of half-maximal effect; % of control where 0% means no effect; many of its hits are not listed in these tables
# Chronic BCR inh: blocks chronic active B-cell receptor signaling; ABC-DLBCL IkBa-CBG/CBR reporter, luminescence ratio, 4 h; Potency, µM (titrated, usually from 46.1 µM), for inactives: at the top dose ratio change, negative = lower green/red ratio, hits mostly inhibitors; actives 0.05% (n = 340,000); AID 493014; active = well fitted inhibition curve with a large enough effect in the signal ratio, with a control signal flat, not every such curve was filed as active; inconclusive = small, poorly fitted or top-dose-only effect, or effect the other way, or a change in a side signal; the % refers to the signal ratio;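 note: potency is the fitted concentration of half-maximal effect; plate controls were basal doxycycline-induced cells for no effect and cells given 10 µM MG132 for full effect; MG132 reads +100%, hits lower the ratio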
#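 TMD8 human ABC-DLBCL cells with doxycycline-inducible IκBα–green luciferase fusion and unfused red luciferase, in 0.5% FBS medium; compounds up to 46 uM, 4 h at 37C. Green/red luminescence ratio, filter-overlap corrected, fitted to concentration-response curves.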
# Tb PFK inh: T. brucei PFK enzyme inhibition; actives 0.17% (n = 330,000); O15648; Potency, µM (highest dose often 57.5 µM), for inactives: at the top dose activity, negative = inhibition, actives largely listed as inhibitors; T. brucei PFK, ADP-Glo luminescence;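 note: potency is the fitted concentration of half-maximal effect; 0% = uninhibited 1x PFK enzyme wells and -100% = no-enzyme wells; nearly all actives have a fitted effect of over 60% in size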
#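 In TEA buffer at pH 8.0 with 5 mM MgCl2, enzyme (1.25 nM) converted F6P (0.5 mM) and ATP (0.1 mM) for 45 min at room temperature. ADP product was read by luciferase luminescence.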
# GALK inh: galactokinase (human) inhibition; Potency, µM (doses to about 57.5 µM), for inactives: at the highest dose activity change, negative = inhibition, hits mostly inhibitors; actives 0.007% (n = 270,000); P51570; Purified GALK, Kinase-Glo residual ATP luminescence; note: potency is the fitted concentration of half-maximal effect; % is set by controls: 0 for no effect and ±100 for the full control effect
#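 Quantitative HTS: GALK 5 nM, ATP 35 uM, galactose 100 uM, 1 h room temperature, then luciferase-based ATP detection.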
# PKM2 act: PKM2 (human) enzyme activation | P14618 | AID 1631 | actives 0.34% (n = 260,000) | Potency, µM (highest dose often 57.5 µM), for the others: at the top dose activation, most hits filed as activators | purified PKM2, Kinase-Glo ATP luminescence, activation; response scale: 0% is enzyme alone, no compound; note: potency is the fitted concentration of half-maximal effect; % is set by controls: 0 for no effect and ±100 for the full control effect; nearly all actives have a fitted effect of over 55% in size
# Target sequence (P14618 whole entry, looked up): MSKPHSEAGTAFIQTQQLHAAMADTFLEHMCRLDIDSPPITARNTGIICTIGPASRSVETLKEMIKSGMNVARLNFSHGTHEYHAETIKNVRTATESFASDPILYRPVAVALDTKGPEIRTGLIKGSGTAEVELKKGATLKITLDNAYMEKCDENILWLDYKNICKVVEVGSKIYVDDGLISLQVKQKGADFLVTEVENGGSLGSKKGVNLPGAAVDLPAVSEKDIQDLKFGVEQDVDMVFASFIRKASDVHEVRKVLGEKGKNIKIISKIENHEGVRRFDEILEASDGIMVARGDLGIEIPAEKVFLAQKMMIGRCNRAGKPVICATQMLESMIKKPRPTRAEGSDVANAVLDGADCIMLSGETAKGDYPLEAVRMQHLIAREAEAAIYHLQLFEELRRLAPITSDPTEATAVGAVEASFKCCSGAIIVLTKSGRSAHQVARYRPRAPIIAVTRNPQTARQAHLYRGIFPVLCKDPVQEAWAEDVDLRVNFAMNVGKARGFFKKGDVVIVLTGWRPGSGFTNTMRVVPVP
#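 Purified hPK-M2 (>95%) run at intermediate activity with 0.1 mM ADP and 0.5 mM PEP in 50 mM imidazole pH 7.2, KCl, MgCl2; 1 h room temperature. ATP formed read by Kinase-Glo luminescence; normalized to uninhibited and no-enzyme controls.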
# S-ASM inh: human S-ASM enzyme inhibition | AID 504937 | actives 0.006% (n = 340,000) | P17405 | placental ASM, HMU-PC fluorogenic substrate, 60 min | Potency, µM (titrated, usually from 57.5 µM), without a hit: top-dose activity change, negative = inhibition, usual class: inhibitors; note: potency is the fitted concentration of half-maximal effect
#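 qHTS format. ASM enzyme prepared from human placenta hydrolyses the fluorogenic substrate HMU-PC0 (9 uM final) over 60 min at 37 °C after a 10 min compound preincubation.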
# B2AR arrestin: beta2AR (human) beta-arrestin recruitment activity. P07550. beta-arrestin recruitment to beta2AR, cell-based reporter. Potency, µM (titrated, usually from 46.1 µM), inactives show top-dose activation, usual class: activators. actives 0.02% (n = 330,000). AID 492947;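 note: potency is the fitted concentration of half-maximal effect; 0% = DMSO controls and full agonism = EC100 isoproterenol or metaproterenol; nearly all actives have a fitted effect of over 65% in size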
# An asterisk follows results filed as active; ? = inconclusive; · = not tested or not shown; [ ] = another dose, or the depositor's remark. Unless noted, calls come from the whole dose curve; as a rule, active = well fitted curve in the direction sought with a large enough effect; inconclusive = small, poorly fitted or top-dose-only effect, or another doubt; inactive = no such curve, though single readings can be large; an effect the other way counts as inactive or inconclusive. These rows are one share of the data; rates above refer to the full screens.
no. | SMILES | Integrin act MD | PTAP TSG101 blk | Coupling enz | Giardia kill | Menin MLL FP TR | Chronic BCR inh | Tb PFK inh | GALK inh | PKM2 act | S-ASM inh | B2AR arrestin
1 | Cc1c(NC(=O)C(C)c2ccc(CC(C)C)cc2)c(=O)n(-c2ccccc2)n1C (stereo unspecified) | 14% | 1% | 5 | 2 | -15% | 11% | 1% | -1% | 1% | 0% | 0.1%
2 | O=C(Nc1cccc(-n2cnnn2)c1)C1CCCN(Cc2cccc(C(F)(F)F)c2)C1 (stereo unspecified) | -11% | -1% | · | 27 | · | ? | -4% | -1% | -1% | 0% | 0.0%
3 | O=c1c2cc([N+](=O)[O-])ccc2nc2n1CCCC2 | -14% | 1% | -1 | 0 | 10% | 9% | -7% | 1% | · | 2% | 0.3%
4 | Cc1ccc(S(=O)(=O)NNC(=O)NC23CC4CC(CC(C4)C2)C3)cc1 | 2% | -3% | 5 | -6 | 8% | -7% | 0% | 0% | -5% | 4% | -0.6%
5 | COCCCN(C(=O)c1cc2c(s1)CCC2)c1c(N)n(Cc2ccccc2)c(=O)[nH]c1=O | 7% | -7% | 3 | -20 | 8% | 2% | 3% | -2% | 13% | 9% | -0.1%
6 | CC1CCCN(C(=O)Cc2ccc(F)cc2)C1 (stereo unspecified) | 23% | 73%[activator] | 7 | -6 | 5% | 4% | 0% | 0% | 0% | 5% | -0.5%
7 | N#Cc1ccsc1NC(=O)CSc1nnnn1-c1ccc(O)cc1 | -13% | -13% | 1 | -2 | ? | ? | 8% | 2% | 10% | -5% | 0.0%
8 | CSCCc1nc(SCC(=O)Nc2nnc(C)s2)[nH]c1C | 19% | 5% | 1 | -1 | -2% | · | · | -3% | -2% | 2% | ·
9 | CC(C)c1ccc(S(=O)(=O)N2CCN(C(=O)CN3C(=O)NC4(CCCCC4)C3=O)CC2)cc1 | -30% | 5% | · | -6 | · | 0% | 0% | · | · | 1% | -0.2%
10 | Cc1cc(C)c2c(Cn3ccnc3)cc(=O)oc2c1 | -16% | -1% | -2 | 19 | -13% | -2% | -15% | -1% | · | 1% | 0.1%
11 | Cc1ccc(C(=O)/C=C/Nc2ccc(S(=O)(=O)Nc3onc(C)c3C)cc2)cc1 | 13% | -8% | 9 | -15 | 19% | 5% | 0% | -1% | 7% | 9% | -4.0%
12 | O=C(N1CCOCC1)N1CCN(c2ccccc2F)CC1 | 15% | 0% | 1 | 6 | 3% | ? | -6% | 2% | -12% | -1% | -1.0%
13 | Cc1cc(NC(=O)CCC(=O)N(CC(=O)NC2CCCC2)c2ccc(Cl)cc2)no1 | -20% | 0% | 1 | -2 | -4% | 1% | 3% | 1% | -4% | -3% | 1.0%
14 | COc1cccc(NC(=O)COc2ccc(C(=O)N3CCN(C)CC3)cc2)c1 | ? | -1% | 1 | -13 | -19% | 0% | -3% | 0% | -3% | 0% | -0.1%
15 | CC(=O)N(C)c1ccc(NC(=S)Nc2ccc(C(C)C)cc2)cc1 | 36% | -3% | 0 | -5 | 10% | -2% | -2% | -3% | 0% | -8% | -1.0%
16 | CC(C)CCn1cnc2c1c(=O)n(C)c(=O)n2C | 12% | -1% | -2 | -4 | 1% | 3% | -1% | -3% | -7% | -1% | 0.2%
17 | O=C1ON=C(c2ccccc2)/C1=C/c1ccc(O)c(O)c1 | -16% | -5% | 0 | -22 | 30%[activator] | 12% | -6% | ? | · | 3% | -1.0%
18 | COc1ccccc1C(=O)Nc1cc2c(ccc3ccccc32)oc1=O | · | · | · | · | -28% | 0% | 2% | 0% | -2% | · | -0.4%
19 | Cc1cccc(C)c1NC(=O)CSc1nnc(CCCCCNC(=O)OC(C)(C)C)o1 | 5% | -7% | 3 | 22 | 0% | -2% | -6% | 4% | 1% | 0% | 0.2%
20 | Cc1ccccc1-c1ccc(Nc2ccc(C(=O)N3CCOCC3)cc2)nn1 | -18% | · | -1 | -5 | -3% | ? | -12% | 5% | 6% | 0% | 0.3%
21 | CNC(=O)c1nc(C)c(C2(C)CC(c3ccccc3)=NO2)s1 (stereo unspecified) | 37% | -1% | -4 | 46[activator] | · | ? | -6% | -2% | 7% | 3% | -0.5%
22 | CCOc1cc([C@H]2[C@@H]3CCCC[C@]3(O)CCN2CC(=O)NCc2ccco2)ccc1O | -42% | -8% | -1 | -21 | -5% | -1% | -5% | 8% | 3% | 0% | -1.2%
23 | COc1ccccc1C(O)P(=O)(OC1CCCCC1)OC1CCCCC1 (stereo unspecified) | 4% | 0% | 2 | 12 | · | -1% | -4% | 2% | -2% | 2% | -0.2%
24 | CC(NC(=O)CN1C(=O)NC2(CCCCCC2)C1=O)c1ccccc1 (stereo unspecified) | 0% | -7% | · | 15 | · | -2% | -5% | · | · | 3% | -0.2%
25 | Cc1cccc(OCCSc2nnc(-c3ccoc3C)n2C)c1 | 6% | -3% | -2 | 6 | -8% | -11% | -3% | 2% | 2% | 3% | -0.3%
26 | COc1cc(C2SCC(=O)N2c2c(C)n(C)n(-c3ccccc3)c2=O)ccc1O (stereo unspecified) | -4% | 1% | -1 | -15 | · | 3% | 10% | 0% | 6% | -6% | -0.6%
27 | COC(=O)Nc1sc(C(=O)N(C)C)c(C)c1C(=O)OC | 8% | -5% | · | -12 | -1% | ? | -4% | 1% | -1% | 1% | 0.0%
28 | O=C(CCn1cccc1)Nc1ccccc1F | 29% | -7% | -1 | -5 | -3% | 0% | 0% | -1% | -9% | 1% | 0.3%
29 | O=C(Nc1ccccc1)Nc1scc2c1c(=O)oc1ccccc12 | 33% | -5% | -3 | 25 | · | ? | -2% | 4% | 0% | -1% | -0.4%
30 | Cc1ccc(N2C(SCC(=O)O)=NC(=Nc3cccc(C)c3)C23CCCC3)cc1 | -16% | -3% | -2 | 3 | -21% | 7% | 0% | 4% | -9% | -5% | -0.1%
31 | O=C(NNc1cc(C(F)(F)F)ccc1Cl)c1ccc(=O)[nH]c1 | -7% | -3% | 1 | 10 | 8% | ? | -8% | 6% | 3% | -5% | -0.1%
32 | CCOc1ccc(-c2nc(CN3CCCC(C(=O)N4CCOCC4)C3)c(C)o2)cc1 (stereo unspecified) | -6% | -2% | -1 | 3 | -21% | -2% | 2% | 9% | 5% | 2% | -0.9%
33 | CC(O)CN1C(=O)C(CC(=O)Nc2ccc(Cl)cc2)SC1=Nc1ccccc1 (stereo unspecified) | -4% | 0% | 0 | 10 | · | -13% | 0% | -2% | 3% | -18% | 0.2%
34 | CCOC(=O)Cn1cc(C#N)c2cccc(CC)c21 | 9% | -11% | 0 | 32[activator] | -14% | ? | -10% | -1% | 1% | 4% | -0.4%
35 | CC(C)OC(=O)/C(=C/c1cccnc1)NC(=O)c1ccccc1 | 13% | 0% | 5 | 25 | 4% | -10% | 2% | 0% | 7% | 6% | 0.5%
36 | COc1c(OC)c(O)c2c(=O)cc(-c3c(O)cccc3O)oc2c1OC | -16% | -2% | -14 | -16 | ? | 11% | ? | 0% | 11% | -5% | 2.6%

# Entries of single compounds, looked up by structure. Order of values: Integrin act MD	PTAP TSG101 blk	Coupling enz	Giardia kill	Menin MLL FP TR	Chronic BCR inh	Tb PFK inh	GALK inh	PKM2 act	S-ASM inh	B2AR arrestin
# `O=C(Nc1ccccc1)Nc1scc2c1c(=O)oc1ccccc12` reads 33%	-5%	-3	25	·	?	-2%	4%	0%	-1%	-0.4%
# `COC(=O)Nc1sc(C(=O)N(C)C)c(C)c1C(=O)OC` reads 8%	-5%	·	-12	-1%	?	-4%	1%	-1%	1%	0.0%
# `Cc1ccc(N2C(SCC(=O)O)=NC(=Nc3cccc(C)c3)C23CCCC3)cc1` reads -16%	-3%	-2	3	-21%	7%	0%	4%	-9%	-5%	-0.1%

# A second format for some results above:
# Every second line gives: Integrin act MD	PTAP TSG101 blk	Coupling enz	Giardia kill	Menin MLL FP TR	Chronic BCR inh	Tb PFK inh	GALK inh	PKM2 act	S-ASM inh	B2AR arrestin
28	O=C(CCn1cccc1)Nc1ccccc1F
→ 29%	-7%	-1	-5	-3%	0%	0%	-1%	-9%	1%	0.3%
29	O=C(Nc1ccccc1)Nc1scc2c1c(=O)oc1ccccc12
→ 33%	-5%	-3	25	·	?	-2%	4%	0%	-1%	-0.4%
30	Cc1ccc(N2C(SCC(=O)O)=NC(=Nc3cccc(C)c3)C23CCCC3)cc1
→ -16%	-3%	-2	3	-21%	7%	0%	4%	-9%	-5%	-0.1%
